Tb hexokinase: T. brucei hexokinase 1 inhibition; inhibition, % at 10 µM; AID 1430; recombinant TbHK1, G6PDH-coupled NADH A340; hit rate 0.11% among 220,000;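 active means inhibition of 50% or more in the single-dose primary screen; inactive means inhibition below 50%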
TRPN1 ag: activates the zebrafish TRPN1 channel. hit rate 0.18% among 220,000. activation, % at 3 µM. HEK293 zebrafish TRPN1-YFP, Fluo-8 calcium fluorescence; 100% = response to 87 µM carbachol. AID 1424;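 active means activation above its plate's cutoff, the mean activation of test wells on that plate plus 3 SD, cut at about 19% in these data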;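 further: 0% = DMSO alone and 100% = 87 µM carbachol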
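Material: zebrafish TRPN1-YFP in HEK293 cells; Doses: single test compound dose, 3 µM nominal, 0.3% DMSO; Timing: dye loading 1 h at 37 °C, then 30 min room temperature; Technique: intracellular calcium fluorescence with Fluo-8; Benchmarks: high carbachol 87 µM, low DMSO alone.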
EBV gp42 block: EBV gp42 inhibition; Fluorescence polarization binding assay, mP read-out; hit rate 0.42% among 220,000; Q1HVG2; inhibition, % (tested at 21.74 µM); in the data active means inhibition above about 50%
Target sequence (Q1HVG2 whole entry, looked up): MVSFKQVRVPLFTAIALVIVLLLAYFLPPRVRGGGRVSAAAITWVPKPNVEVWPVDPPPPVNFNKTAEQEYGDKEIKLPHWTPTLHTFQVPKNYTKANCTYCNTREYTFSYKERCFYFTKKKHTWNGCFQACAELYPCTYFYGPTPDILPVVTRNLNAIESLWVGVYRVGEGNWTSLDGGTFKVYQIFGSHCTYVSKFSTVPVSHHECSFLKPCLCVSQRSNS
PPC-1+TRAIL kill: kills PPC-1 cancer cells in the presence of TRAIL | AID 1443 | cell killing (% activity), % at 4 µM | hit rate 0.41% among 220,000 | PPC-1 cells + TRAIL, ATPLite viability luminescence;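 active means cell killing above 50% in the first pass at 4 µM, then a duplicate retest at 5 µM averaging 50% or more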;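 further: plate controls were cells with TRAIL plus DMSO for no effect and medium-only wells lacking cells for full effect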
Cl transport mod: modulates chloride dependent transport by human KCC2. KCC2 cells, thallium flux FluoZin-2 fluorescence. hit rate 2.2% among 190,000. B-score of Tl+ flux slope (higher = more flux/activation; lower = inhibition) at 10 µM. AID 1456;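 active means thallium flux slope and its plate-corrected score both differing from the plate sample mean at a set confidence after two filtering rounds, in either direction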;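 further: slope of fluorescence scaled to starting intensity during 10 to 20 s after thallium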
m-calpain inh: inhibitors of pig calpain II; purified calpain II, fluorogenic peptide substrate, 30 min; inhibition, % at 16 µM; hit rate 0.37% among 220,000; AID 1236;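 active means inhibition above about 50%, limit read from the data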
Thrombin inh: inhibitors of human thrombin. hit rate 0.26% among 220,000. P00734. inhibition, % at 5 µM. AID 1046. alpha-thrombin, Boc-VPR-AMC fluorogenic substrate cleavage;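 active means inhibition at or above 40%; inactive means inhibition below 40%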;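 further: 0% = enzyme with no compound and 100% = wells without enzyme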
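Material: human alpha-thrombin protein; Also added: Boc-VPR-AMC substrate, 15 µM final; Timing: enzyme reaction carried out at room temperature; Signal: fluorescence, ex 355 nm, em 460 nm; Measure: % inhibition of thrombin; Controls: enzyme without compound as high, wells lacking enzyme as low.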
Furin inhibitor: human furin inhibition; P09958; hit rate 0.061% among 220,000; AID 463115; purified furin, fluorogenic substrate cleavage; inhibition, % at 30 µM; in the data active means inhibition above about 25%; further: inactives centre near -15
Target sequence (P09958 108-714 limits assumed): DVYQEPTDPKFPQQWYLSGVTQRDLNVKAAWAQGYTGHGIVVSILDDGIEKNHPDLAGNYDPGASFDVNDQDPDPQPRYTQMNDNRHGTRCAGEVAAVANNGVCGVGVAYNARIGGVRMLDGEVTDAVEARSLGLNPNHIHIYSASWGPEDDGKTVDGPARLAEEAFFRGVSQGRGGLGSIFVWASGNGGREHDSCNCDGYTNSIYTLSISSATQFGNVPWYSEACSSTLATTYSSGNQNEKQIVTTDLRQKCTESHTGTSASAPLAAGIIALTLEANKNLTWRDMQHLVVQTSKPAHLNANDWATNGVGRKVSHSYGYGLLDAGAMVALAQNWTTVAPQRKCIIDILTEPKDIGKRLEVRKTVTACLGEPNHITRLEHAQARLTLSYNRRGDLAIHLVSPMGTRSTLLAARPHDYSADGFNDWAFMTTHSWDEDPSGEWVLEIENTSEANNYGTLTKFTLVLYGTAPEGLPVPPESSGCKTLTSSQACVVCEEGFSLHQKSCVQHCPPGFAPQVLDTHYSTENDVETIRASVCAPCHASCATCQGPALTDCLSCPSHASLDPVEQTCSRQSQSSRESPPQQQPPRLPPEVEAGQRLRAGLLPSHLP
TRPML3 agonist: activates the human TRPML3 channel | hit rate 0.29% among 220,000 | HEK293 TRPML3-YFP, Fluo-8 calcium fluorescence; 100% = the carbachol control signal | activation, % at 3 µM;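 active means activation above its plate's cutoff, the mean activation of the plate's test wells plus 3 SD, cut at about 12% in these data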;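 further: 0% = DMSO only wells and 100% = carbachol wells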
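Test system – HEK293 line with stable expression of human TRPML3-YFP channel · Control set – carbachol 87 µM final as high control (100%), DMSO as low control (0%) · Signal – Fluo-8 calcium dye fluorescence, ex 470-495, em 515-575 nm · Incubation – 1-h 37 °C dye load, 5-s basal, 120-s post-compound reads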
* marks the source's active call; other numbers are inactive results; i = inactive; x = not tested or not shown; [ ] = another dose, or the depositor's remark.

smiles	Tb hexokinase	TRPN1 ag	EBV gp42 block	PPC-1+TRAIL kill	Cl transport mod	m-calpain inh	Thrombin inh	Furin inhibitor	TRPML3 agonist
CC1(C)[C@H]2CC=C(CN3CCC(N4CCC(C(=O)N5CCCC5)CC4)CC3)[C@@H]1C2	0	1.4	-7	29	0.96	-14	-4	-34	2.2
CN(CCc1ccccn1)C(=O)CCC1CCCN(C(=O)c2c3c(nn2C)CCCC3)C1 (stereo not drawn)	4	0.6	-12	21	-0.82	-25	-2	-14	0.2
O=C(CNC(=O)c1ccccc1)Nc1cccc(C(F)(F)F)c1	-1	0.1	4	-8	0.029	-10	-13	-15	-0.2
CC1CCN(C(=O)c2ccc(N3C(=O)C4CCC(C)CC4C3=O)cc2)CC1 (stereo not drawn)	-3	2.0	-6	-2	-1.2	36	3	-7	0.4
Cc1ccc(NNC(N)=S)cc1Cl	-5	0.3	-12	13	x	-15	1	-32	0.6
COC(=O)c1sc(=S)n(-c2ccccc2OC)c1N	-10	1.3	-4	26	0.44	-9	-2	-1[20 µM]	1.0
CCN1CCc2nc3ccccc3c(C(=O)Nc3ccc(F)cc3)c2C1	6	-0.7	-3	-10	-0.86	-7	-11	-17	0.5
CCN(CC)CCn1c(SCC(=O)NCc2ccccc2)nc2c(sc3ccccc32)c1=O	-3	0.7	-7	6	1.2	-47	1	-16	1.0
Cn1ccnc1SCC(=O)c1ccc(O)cc1	-56	0.9	-5	8	1.1	-4	-4	-16	-0.3
COC(=O)c1ccc(C)c(-n2c(C)cc(C=O)c2C)c1	-3	1.5	6	20	-0.37	19	-10	-7	-0.1
Cc1ccc2c(c1)C(c1ccccc1)N(C(=O)c1ccc(S(=O)(=O)N3CCOCC3)cc1)CC(=O)N2 (stereo not drawn)	33	1.5	-17	14	0.83	12	0	-11	0.6
CCc1nnc(NC(=O)CSc2nnc(-c3ccc(NS(=O)(=O)c4ccccc4)cc3)o2)s1	-5	1.2	-8	-6	-0.37	-14	-8	-7	1.0
CCOC(=O)c1cc(-c2ccc(C#N)cc2)nc2c1c(C)nn2CCC#N	-25	-0.5	6	10	0.36	-216	6	-23[20 µM]	0.8
Cc1cc(C)nc(NS(=O)(=O)c2ccc(NC(=O)CSc3nc(-c4ccccc4)c(C#N)c(=O)[nH]3)cc2)n1	-5	-0.3	4	3	-0.67	-2	4	-5	0.2
C1=C(c2ccccc2)Nc2nnnn2C1	0	0.9	-5	26	0.7	-10	-1	-12	0.2
COc1cc(SC#N)ccc1N=Cc1c(C)[nH]n(-c2cccc3ccccc23)c1=O	-19	-1.7	-32	31	0.11	-21	0	-4	-0.4
O=C(COC(=O)c1ccc(O)cc1)NCc1ccc2c(c1)OCO2	-1	0.8	-3	6	0.001	5	-7	-21	0.7
O=[N+]([O-])c1cc(S(=O)(=O)N2CCCC2)ccc1NN=C1CCCC1	36	-0.3	5	-15	0.0084	40	-4	-5	0.9
COc1ccc(C(C)C)cc1S(=O)(=O)N1CCN(C)CC1	-3	-0.9	-18	-6	-1	6	-8	-10[20 µM]	0.9
CCOC(=O)Nc1c(C(=O)OC)[nH]c2cccc(OC)c12	-14	0.7	-5	1	0.2	-473	-3	-24[20 µM]	0.1
COCCN(C(=O)CCCC(=O)Nc1ccccn1)C(C(=O)NC1CCCCC1)c1ccc(C)cc1 (stereo not drawn)	22	-0.7	-20	11	1.3	-9	1	-10	-1.1
COc1ccc2c(=O)c3c(=O)n(Cc4ccco4)c(-c4ccccc4)nc3oc2c1	-10	-0.9	-11	7	x	-25	2	-9	-0.8
CCOC(=O)Cc1ncccc1C(=O)Nc1ccc(OC)cc1	2	0.1	-3	15	0.89	-8	-1	-21	1.0
Clc1ccc(-c2csc(N3CCN(c4ccccc4)CC3)n2)cc1	-16	0.0	-10	16	0.097	-1	0	-5[20 µM]	0.9
COc1ccc(CNc2nc(NCc3ccc(OC)cc3)c3[nH]cnc3n2)cc1	7	x	3	-6	-1.4	-11	-9	-18	x
COC(=O)c1cc2c(cc1Cl)SC(=NCCCN1CCOCC1)NS2(=O)=O	1	-0.9	-3	9	0.46	6	3	-17	0.2
Cc1ccc(CNC(=O)C2CCCCC2C(=O)O)cc1 (stereo not drawn)	-3	-0.1	-1	7	0.8	-24	5	-2	0.3
COc1ccc(-n2c(C)cc(C(=O)COC(=O)Cn3cnc4ccccc43)c2C)cc1	-3	5.5	-1	17	x	-23	-7	-19	1.8
CCC(C)(C)n1nnnc1C(C(C)C)N(CCN1CCOCC1)Cc1cc2cccc(C)c2[nH]c1=O (stereo not drawn)	-15	11	-11	8	-0.39	-37	-4	4[20 µM]	0.4
CC1=C(C(=O)OCc2ccccc2)C(c2ccc(C(F)(F)F)cc2)NC(=O)N1CCCCCC(=O)O (stereo not drawn)	3	1.3	-2	4	1.6	-21	3	-17	0.6
O=C(O)c1cc(Cl)c2c(c1)[C@@H]1C=CC[C@@H]1[C@H](c1ccc(S(=O)(=O)N3CCOCC3)cc1)N2	0	0.0	-11	12	-0.03	3	0	-21	-0.1
CC(C)C(=O)Nc1ccc(C(=O)N/N=C/c2cc(Br)cc(Br)c2O)cc1	-11	-3.9	-13	7	-1.3	-33	1	-9	0.6
Cc1nnc2ccc(-c3cccc(NC(=O)c4ccco4)c3)nn12	-7	-0.1	-2	-5	-1.1	-15	-1	-26	-0.2
CC(C)CC(=O)N=C1SC2CS(=O)(=O)CC2N1CCc1ccccc1 (stereo not drawn)	-1	-0.3	-1	-6	0.093	-2	2	-23	-0.4
CCCSc1nc2ccccc2n1CC(=O)O	-2	-0.7	-9	4	x	-30	0	-28	0.5
CC(=O)NCCC(=O)N1CCCC(CNC(=O)c2ccc(-c3ccccc3)cc2)C1 (stereo not drawn)	-4	0.5	1	x	-4.5*	-27	-6	-30	0.2
COc1ccc(Cc2nnc(NC(=O)Cn3cnc4c3c(=O)n(C)c(=O)n4C)s2)cc1	2	1.6	-14	22	0.31	-7	1	-19[20 µM]	-0.1
COc1cc(NS(=O)(=O)c2ccc(NC(=S)NC(=O)c3ccco3)cc2)nc(OC)n1	-13	2.0	1	6	-0.86	12	-45	-18	-0.1
C/C(=N\NC(=O)c1cccc(C)c1)c1cccc(NC(=O)c2ccco2)c1	1	-0.5	-13	16	-1.1	9	-2	-6[20 µM]	0.0
CCOc1ccccc1NC(=O)CNC(=O)Cc1ccccc1	-2	0.3	-12	-14	-0.78	1	2	-28	0.1
Cc1ccc(S(=O)(=O)N(C)C)cc1NC(=O)CN1C(=O)NC(Cc2c[nH]c3ccccc23)C1=O (stereo not drawn)	-5	-2.2	-11	3	0.1	7	-18	-12	0.1
CCc1cc2c(=O)c(-c3cscn3)coc2cc1O	-7	-0.1	-20	-11	-0.62	-195	1	-10	0.6
COc1ccc(CCn2cc(C#N)c(=O)[nH]c2=O)cc1OC	-3	-0.2	1	6	0.95	-1	-4	-12	0.3
N#Cc1c(-c2ccccc2)nc(SCC(=O)N2c3ccccc3Sc3ccccc32)[nH]c1=O	9	-0.8	3	13	-3.6	22	-13	-13	-0.8
CCn1c(SCc2ccc(C(=O)Nc3nccs3)cc2)nnc1-c1ccc(NC(C)=O)cc1	-2	-1.4	-16	21	-0.18	-19	3	-22[20 µM]	0.3
CC1C/C(=N/NC(=O)c2cccc(F)c2)c2ccc(O)cc2C1 (stereo not drawn)	-24	0.3	5	-2	x	15	-7	-17[20 µM]	0.4
OC1(c2cn(Cc3ccccc3)nn2)CCCCC1	0	0.4	-17	10	1	-2	2	-18	1.2
CC(C)C(C(=O)NC(C)(C)C)N1C(=O)c2ccccc2C1=O (stereo not drawn)	-1	0.5	-14	16	0.011	-19	-3	-16	0.0
Cc1cc(C)c(NC(=O)CSc2ccc3nnc(CCNC(=O)c4ccccc4)n3n2)c(C)c1	-1	0.6	-28	9	0.04	2	-3	-4	-0.4
COc1ccccc1N1CCN(/N=C/C=C/c2ccccc2[N+](=O)[O-])CC1	-26	-1.4	-14	10	-0.72	15	2	-11	-0.5
CSc1nc(N2CCN(c3ccccc3Cl)CC2)c2ccccc2n1	-9	-0.9	-1	16	-0.25	30	0	-8	-0.3
CCOC(=O)CCCN1CC(O)=C(c2nc(-c3ccc(Cl)cc3)cs2)C1=N	-9	2.1	-9	10	1	-33	-1	-4	0.1
O=C(C1=C[C@H](c2ccc3c(c2)OCO3)C[C@H](OCCCCO)O1)N1CCOCC1	-3	0.8	-19	13	1.5	-6	-3	-24	-0.1
CN(C(=O)CS(=O)(=O)Cc1ccccc1Cl)c1ccccc1	-1	1.7	3	26	0.76	-1	2	-18	0.0
COc1ccc(OC)c(-c2cc(C(=O)NCc3ccco3)no2)c1	-9	-2.9	x	7	-0.63	x	-6	-16	-1.0
COC(=O)c1ccc(N2C(=O)CC(SCC(=O)Nc3ccc(OC)cc3)C2=O)cc1 (stereo not drawn)	-8	-0.1	-12	14	0.1	10	-4	-8	0.3
COc1ccc(S(=O)(=O)N2CCOCC2)cc1NC(=O)CSc1n[nH]c(C(C)C)n1	-4	-0.6	-10	9	-0.069	-14	-1	-19	0.9
CCOC(=O)c1sc(=NC(=O)c2cccs2)n(C)c1C	-17	0.0	-18	35	-0.33	-1	-4	-21	0.7
Cc1ccc(O)c(NC(=O)c2cc([N+](=O)[O-])ccc2Cl)c1	-3	-2.0	-16	23	-0.29	11	-3	-19	-0.6
CC1CCCCC1NC(=O)COC(=O)c1ccccc1NC(=O)c1ccco1 (stereo not drawn)	-2	-0.3	-20	11	-0.052	-160	2	-20[20 µM]	0.4

One compound at a time (already shown):
O=C(C1=C[C@H](c2ccc3c(c2)OCO3)C[C@H](OCCCCO)O1)N1CCOCC1 as listed: Tb hexokinase: -3; TRPN1 ag: 0.8; EBV gp42 block: -19; PPC-1+TRAIL kill: 13; Cl transport mod: 1.5; m-calpain inh: -6; Thrombin inh: -3; Furin inhibitor: -24; TRPML3 agonist: -0.1
Cc1ccc(O)c(NC(=O)c2cc([N+](=O)[O-])ccc2Cl)c1 as listed: Tb hexokinase: -3; TRPN1 ag: -2.0; EBV gp42 block: -16; PPC-1+TRAIL kill: 23; Cl transport mod: -0.29; m-calpain inh: 11; Thrombin inh: -3; Furin inhibitor: -19; TRPML3 agonist: -0.6

Next records.
smiles	Tb hexokinase	TRPN1 ag	EBV gp42 block	PPC-1+TRAIL kill	Cl transport mod	m-calpain inh	Thrombin inh	Furin inhibitor	TRPML3 agonist
Cc1ccc(NCCC(=O)c2cccs2)cc1Cl	8	-0.3	5	0	0.75	22	-6	1[20 µM]	0.1
CCOC(=O)C1CCN(S(=O)(=O)c2cc(Br)cc3c2N(C(=O)C2CC2)CC3)CC1	-2	0.1	4	-4	-0.22	61*	-2	-11	0.3
Cc1nn(-c2ccccn2)c2c1C(c1ccccn1)C1=C(CCCC1=O)N2 (stereo not drawn)	-14	-1.0	-9	19	2.3	i	-1	-15[20 µM]	-1.0
CC(C)C(=O)N1CCN(c2ccc(NC(=O)c3cccs3)cc2Cl)CC1	-7	4.9	-19	17	-0.92	-14	-3	-25	1.7
